HCV core dimer: inhibitors of HCV core protein dimerization, primary screen, biochemical, TR-FRET, high-throughput. 300,000 compounds, 0.33% hits. inhibition, % at 5 µM. TR-FRET GST/Flag-core106 dimerization, 1536-well;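 active means inhibition above the mean of all tested compounds plus 3 SD, set per screening campaign, cut at about 45% in these data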
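Assay system: Tagged HCV core106 pair (GST and Flag) | Buffer or medium: KF-containing HEPES buffer, pH 7.45, DTT, CHAPS, BSA | Also added: Eu donor and XL665 acceptor anti-tag antibodies | Dosing: One concentration, 5 µM, in 0.5% DMSO | Timing: 4 h at 22.5 °C | Technique: TR-FRET 671 and 617 nm emission | Repeats: Singlicate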
Fh CTSL1 inh: Fasciola hepatica cathepsin L1 inhibitors, primary screen, counter-screen for PFM18AAP inhibitor project, biochemical, QFRET, fluorogenic peptide substrate | recombinant F. hepatica cathepsin L1, Z-Leu-Arg-MCA fluorescence | inhibition, % at 5.96 µM | 300,000 compounds, 0.49% hits | AID 1906, 2009;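 active means inhibition above the mean of all tested compounds plus 3 SD, set per screening campaign, cut at about 17% in these data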;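 further: 0% = plate median of test compound wells and 100% = 1 µM Z-Phe-Ala-diazomethylketone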
PP1 counter: PP1-alpha phosphatase inhibitors, primary screen, counter-screen for PP5 inhibitor project, biochemical, fluorescence, OMFP substrate, single point; 320,000 compounds, 0.9% hits; AID 2235, 2010; purified PP1alpha; inhibition, % at 6.7 µM;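 active means inhibition above the mean inhibition of all tested compounds plus 3 SD, computed separately for each screening campaign, cut at about 15% in these data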
TPT1 inh: Candida albicans TPT1 enzyme inhibitors, primary screen, biochemical, fluorescence polarization; recombinant caTPT1, FP RNA substrate dephosphorylation; inhibition, % at 5 µM; 300,000 compounds, 0.81% hits;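 active means inhibition above the mean of all tested compounds plus 3 SD, set per screening campaign, cut at about 24% in these data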;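 further: plate controls were DMSO alone for no effect and ferristatin control at 100 nM for full effect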
PP5 primary: PP5 phosphatase inhibitors, primary screen, biochemical, fluorescence. Serine/threonine-protein phosphatase 5 (Homo sapiens), P53041. purified PP5c, OMFP substrate fluorescence. inhibition, % at 6.7 µM. 320,000 compounds, 0.18% hits. AID 1987, 2009;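 active means inhibition above the campaign's mean inhibition across all tested compounds plus 3 SD, cut at about 9.5% in these data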;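 further: 0% = DMSO only and 100% = 100 µM cantharidin control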
proCasp7 act: procaspase-7 activators, primary screen, counter-screen for procaspase-3 activator project, biochemical, absorbance, HTS, human | Caspase-7 (Homo sapiens), P55210 | recombinant procaspase-7, Ac-DEVD-pNA absorbance 405 nm; D23A/D198A/D206A triple mutant, cannot self-cleave; scale: DMSO 0, 5 µM enzyme 100 | activation, % at 8.5 µM | 330,000 compounds, 0.093% hits | AID 463210, 2010;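 active means percent activation above the screen-wide mean plus 3 SD, cut at about 25% in these data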
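Assay system: Uncleavable procaspase-7 mutant enzyme | Input: 2 µM procaspase-7 mutant as dispensed | Timing: 1 h compound preincubation, 2 h substrate cleavage, 25 °C | Repeats: One well per compound | Control set: DMSO wells as 0%, DMSO with 5 µM added PC-7 as 100% | Technique: Epi-absorbance of released pNA at 405 nm, two timepoints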
PAFAH2 inh: PAFAH2 enzyme inhibitors, primary screen, biochemical, fluorescence polarization, human | inhibition, % at 3.39 µM | 340,000 compounds, 0.99% hits | AID 492956, 2010 | Platelet-activating factor acetylhydrolase 2, cytoplasmic (Homo sapiens), Q99487 | recombinant PAFAH2, FP-rhodamine activity probe;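 active means inhibition above the mean over all tested compounds plus 3 SD, cut at about 30% in these data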;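 further: inhibitors block probe labeling of enzyme so polarization drops; 0% = enzyme with DMSO and 100% = wells lacking PAFAH2 protein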
proCasp3 act: activators of human procaspase-3 D3A mutant, primary screen, biochemical, absorbance, PC-3 D3A mutant, single concentration. recombinant procaspase-3 D3A, Ac-DEVD-pNA absorbance 405 nm. 330,000 compounds, 0.11% hits. activation, % at 8.5 µM;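 active means activation above the mean of all tested compounds plus 3 SD, cut at about 21% in these data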;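 further: 0% = DMSO alone and 100% = DMSO wells spiked with extra 5 µM PC-3 D3A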
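Assay system: Procaspase-3 D3A mutant, all three cleavage aspartates alanine. Buffer or medium: Zinc-free HEPES saline buffer with Triton X-100. Times: 1 h compound preincubation, 2 h substrate hydrolysis at 25 °C. Measured by: 405 nm absorbance of p-nitroaniline, reads at 0 and 120 min. Read-out basis: percent activation relative to control range. Replicates: singlicate.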
AHR activator: AHR activators, primary screen, cell-based, luminescence, luciferase reporter, human | Aryl hydrocarbon receptor (Homo sapiens), P35869 | AHR-responsive luciferase reporter cells | activation, % at 5 µM | 320,000 compounds, 2.5% hits; in the data active means activation above about 47%;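 further: 0% = vehicle wells and 100% = reference agonist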
Target sequence (P35869 whole entry, looked up): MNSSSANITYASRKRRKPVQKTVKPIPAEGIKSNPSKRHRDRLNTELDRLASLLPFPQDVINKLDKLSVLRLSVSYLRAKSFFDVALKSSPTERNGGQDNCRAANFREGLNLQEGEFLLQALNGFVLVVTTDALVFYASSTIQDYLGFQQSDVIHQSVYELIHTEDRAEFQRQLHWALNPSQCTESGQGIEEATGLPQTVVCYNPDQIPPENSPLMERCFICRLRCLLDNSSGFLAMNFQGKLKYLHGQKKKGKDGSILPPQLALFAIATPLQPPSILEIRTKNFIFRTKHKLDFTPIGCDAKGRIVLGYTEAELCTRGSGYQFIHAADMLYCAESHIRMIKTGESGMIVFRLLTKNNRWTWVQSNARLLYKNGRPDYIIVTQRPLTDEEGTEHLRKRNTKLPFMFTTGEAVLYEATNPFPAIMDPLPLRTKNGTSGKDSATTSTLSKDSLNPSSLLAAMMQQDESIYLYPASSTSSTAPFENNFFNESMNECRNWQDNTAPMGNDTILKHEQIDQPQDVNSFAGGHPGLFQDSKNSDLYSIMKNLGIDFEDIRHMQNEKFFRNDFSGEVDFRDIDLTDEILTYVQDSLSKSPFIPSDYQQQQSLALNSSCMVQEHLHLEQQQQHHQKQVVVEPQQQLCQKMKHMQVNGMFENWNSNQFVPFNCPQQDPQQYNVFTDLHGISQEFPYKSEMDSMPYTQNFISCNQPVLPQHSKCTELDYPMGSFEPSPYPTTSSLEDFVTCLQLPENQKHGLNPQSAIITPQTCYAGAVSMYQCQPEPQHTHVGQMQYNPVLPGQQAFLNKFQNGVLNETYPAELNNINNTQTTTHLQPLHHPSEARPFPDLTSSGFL
* = called active by the depositor.

Results for Cc1ccccc1-n1cc[nH]c1=S ?
HCV core dimer: 0; Fh CTSL1 inh: 3; PP1 counter: 2; TPT1 inh: 1; PP5 primary: -3.0; proCasp7 act: -6; PAFAH2 inh: 2; proCasp3 act: -2; AHR activator: 1

Results for O=C(NCc1ccccc1Cl)C1CCN(S(=O)(=O)N2CCCC2)CC1 ?
HCV core dimer: 3; Fh CTSL1 inh: 8; PP1 counter: -3; TPT1 inh: -1; PP5 primary: 0.5; proCasp7 act: 1; PAFAH2 inh: -3; proCasp3 act: 0; AHR activator: 1

How did C/C(=N\NC(=O)c1cccc(S(=O)(=O)N2CCCC2)c1)c1ccc(C)cc1 do in these assays?
HCV core dimer: 2; Fh CTSL1 inh: -1; PP1 counter: -1; TPT1 inh: 3; PP5 primary: -0.6; proCasp7 act: -5; PAFAH2 inh: 0; proCasp3 act: 4; AHR activator: 2

What do the screens show for `CCOc1ccc(NC(=O)COC(=O)c2cc([N+](=O)[O-])ccc2N2CCOCC2)cc1`?
HCV core dimer: -2; Fh CTSL1 inh: -11; PP1 counter: -6; TPT1 inh: -4; PP5 primary: 1.7; proCasp7 act: -8; PAFAH2 inh: -1; proCasp3 act: -7; AHR activator: 6

Results for O=C(NCC(=O)N1CC=C(c2ccccc2)CC1)c1ccc(OC(F)F)cc1 ?
proCasp7 act: 10; PAFAH2 inh: 1; proCasp3 act: 5; AHR activator: -1

What do the screens show for `CCCN(CC(=O)Nc1ccc(C)cc1Br)CC(=O)Nc1ccc(F)c(F)c1F`?
HCV core dimer: 7; Fh CTSL1 inh: 5; PP1 counter: 1; TPT1 inh: 1; PP5 primary: 1.6; proCasp7 act: 1; PAFAH2 inh: -4; proCasp3 act: 2; AHR activator: 1

Results for Fc1ccc(-c2csc3[n+]2CCS3)cc1 ?
HCV core dimer: -5; Fh CTSL1 inh: 3; PP1 counter: -1; TPT1 inh: 3; PP5 primary: 3.2; proCasp7 act: 3; PAFAH2 inh: 1; proCasp3 act: -3; AHR activator: 5

Results for COc1cc(C(=O)Nc2nc(OC)c(-c3ccccc3)c(OC)n2)cc(OC)c1OC ?
HCV core dimer: 18; Fh CTSL1 inh: -2; PP1 counter: 0; TPT1 inh: 3; PP5 primary: 3.0; proCasp7 act: -8; PAFAH2 inh: -4; proCasp3 act: -4; AHR activator: 4

What do the screens show for `CC(C(=O)N1CCc2ccccc21)N(C)CC(=O)Nc1ccc(F)cc1` (stereo unspecified)?
PP1 counter: -7; PP5 primary: -0.3; proCasp7 act: -5; PAFAH2 inh: 7; proCasp3 act: 0; AHR activator: 5

What do the screens show for `COc1ccc(CN2CCN(C(=O)c3cc(OC)c(OC)c(OC)c3)CC2)cc1OC`?
HCV core dimer: -4; Fh CTSL1 inh: -2; PP1 counter: -6; TPT1 inh: 2; PP5 primary: 2.4; proCasp7 act: -3; PAFAH2 inh: -1; proCasp3 act: 1; AHR activator: -1

What do the screens show for `Cc1ccc(NC(=O)COC(=O)CCc2ccccc2)c(Cl)c1`?
HCV core dimer: 2; Fh CTSL1 inh: -7; PP1 counter: -2; TPT1 inh: 0; PP5 primary: 4.1; proCasp7 act: -10; PAFAH2 inh: -2; proCasp3 act: 0; AHR activator: -1

Results for Cc1onc(-c2ccccc2Cl)c1C(=O)Nc1cccc(S(=O)(=O)N2CCOCC2)c1 ?
proCasp7 act: 9; PAFAH2 inh: 3; proCasp3 act: 2; AHR activator: 4

Results for O=C(Nc1ccc(Cl)cc1)OCc1cn(-c2ccccc2)nn1 ?
HCV core dimer: 7; Fh CTSL1 inh: -5; PP1 counter: 0; TPT1 inh: -3; PP5 primary: 1.5; proCasp7 act: 2; PAFAH2 inh: 2; proCasp3 act: 5; AHR activator: 3

What do the screens show for `Cc1cc(NC(=O)C2CCCC2)nc2c1c(=O)oc1ccccc12`?
HCV core dimer: 13; Fh CTSL1 inh: 3; PP1 counter: -3; TPT1 inh: 2; PP5 primary: 0.0; proCasp7 act: -2; PAFAH2 inh: -7; proCasp3 act: -6; AHR activator: 37

What do the screens show for `O=C(N/N=C/c1ccsc1)c1ccccn1`?
HCV core dimer: -3; Fh CTSL1 inh: -1; PP1 counter: 0; TPT1 inh: -2; PP5 primary: -1.8; proCasp7 act: 1; PAFAH2 inh: -3; proCasp3 act: 5; AHR activator: 2

Results for CCOC(=O)c1c(C)n2c3c(cc(C)cc13)CCC2 ?
HCV core dimer: -3; Fh CTSL1 inh: -5; PP1 counter: 3; TPT1 inh: 3; PP5 primary: 6.1; proCasp7 act: -3; PAFAH2 inh: 6; proCasp3 act: -2; AHR activator: 9

How did CCOc1ccc(CN(C)C(C)C(=O)Nc2ccc([N+](=O)[O-])cc2Cl)cc1OC (stereo unspecified) do in these assays?
HCV core dimer: 5; Fh CTSL1 inh: 3; PP1 counter: 0; TPT1 inh: 3; PP5 primary: 1.7; proCasp7 act: 0; PAFAH2 inh: 0; proCasp3 act: 2; AHR activator: 6

Results for CCSC1=N/C(=C\c2ccc(OC)cc2)C(=O)N1 ?
HCV core dimer: -9; Fh CTSL1 inh: 0; PP1 counter: 0; TPT1 inh: 3; PP5 primary: 2.9; proCasp7 act: 2; PAFAH2 inh: 2; proCasp3 act: -10; AHR activator: 10

Results for CCC1(c2ccc(F)cc2)NC(=O)N(CC(=O)N2CC(=O)Nc3ccccc32)C1=O (stereo unspecified) ?
HCV core dimer: 2; Fh CTSL1 inh: 2; PP1 counter: -2; TPT1 inh: -2; PP5 primary: -0.1; proCasp7 act: 7; PAFAH2 inh: 6; proCasp3 act: -1; AHR activator: 0

What do the screens show for `COC(=O)c1c(C)oc(C)c1S(=O)(=O)N1CCCC1`?
HCV core dimer: -1; Fh CTSL1 inh: 0; PP1 counter: -3; TPT1 inh: 0; PP5 primary: 1.2; proCasp7 act: -1; PAFAH2 inh: 1; proCasp3 act: -2; AHR activator: -2

How did COc1cn(-c2ccccc2)nc1C(=O)OCC(=O)Nc1ccc(C)c(C)c1 do in these assays?
PP1 counter: 3; PP5 primary: -1.0; proCasp7 act: -7; PAFAH2 inh: 4; proCasp3 act: -2; AHR activator: 0

What do the screens show for `CC1(C)CC(=O)C2=C(C1)OC(c1cccs1)C(C#N)=C2N` (stereo unspecified)?
HCV core dimer: -2; Fh CTSL1 inh: 0; PP1 counter: -4; TPT1 inh: -2; PP5 primary: -1.1; proCasp7 act: 0; PAFAH2 inh: 0; proCasp3 act: -2; AHR activator: 0

Results for CCc1ccc(-c2nc(CS(=O)CC(=O)NCCCN3CCOCC3)c(C)o2)cc1 (stereo unspecified) ?
HCV core dimer: -15; Fh CTSL1 inh: 9; PP1 counter: 2; TPT1 inh: -2; PP5 primary: -9.8; proCasp7 act: -5; PAFAH2 inh: 10; proCasp3 act: -9; AHR activator: 11

How did Cc1c(OCc2ccc(C(=O)O)o2)ccc2c3c(c(=O)oc12)CCC3 do in these assays?
HCV core dimer: 6; Fh CTSL1 inh: 1; PP1 counter: -1; TPT1 inh: -2; PP5 primary: 1.6; proCasp7 act: 3; PAFAH2 inh: 14; proCasp3 act: 12; AHR activator: 0

Entries shown so far that have a nitro group on carbon, in the order listed:
What do the screens show for `CCOc1ccc(NC(=O)COC(=O)c2cc([N+](=O)[O-])ccc2N2CCOCC2)cc1`?
HCV core dimer: -2; Fh CTSL1 inh: -11; PP1 counter: -6; TPT1 inh: -4; PP5 primary: 1.7; proCasp7 act: -8; PAFAH2 inh: -1; proCasp3 act: -7; AHR activator: 6

How did CCOc1ccc(CN(C)C(C)C(=O)Nc2ccc([N+](=O)[O-])cc2Cl)cc1OC (stereo unspecified) do in these assays?
HCV core dimer: 5; Fh CTSL1 inh: 3; PP1 counter: 0; TPT1 inh: 3; PP5 primary: 1.7; proCasp7 act: 0; PAFAH2 inh: 0; proCasp3 act: 2; AHR activator: 6

(more compounds)
How did c1ccc(CSc2cc3ccccc3[nH]2)cc1 do in these assays?
HCV core dimer: 1; Fh CTSL1 inh: -2; PP1 counter: -3; TPT1 inh: -4; PP5 primary: 2.9; proCasp7 act: -5; PAFAH2 inh: -2; proCasp3 act: -2; AHR activator: 23

Results for CC(C)N(C(=O)CSc1nnnn1C1CCCC1)C(C)C ?
HCV core dimer: 4; Fh CTSL1 inh: 1; PP1 counter: -2; TPT1 inh: 2; PP5 primary: 5.5; proCasp7 act: 8; PAFAH2 inh: 4; proCasp3 act: -7; AHR activator: 0

How did CSc1ncccc1C(=O)OC(C)C(=O)Nc1cccc(S(=O)(=O)N2CCOCC2)c1 (stereo unspecified) do in these assays?
proCasp7 act: 8; PAFAH2 inh: 2; proCasp3 act: 6; AHR activator: -1

What do the screens show for `Cc1ccc(C)c(S(=O)(=O)N2CCN(C(=O)Cc3ccccc3)CC2)c1`?
HCV core dimer: -1; Fh CTSL1 inh: -5; PP1 counter: -3; TPT1 inh: -1; PP5 primary: 0.2; proCasp7 act: -5; PAFAH2 inh: 7; proCasp3 act: 4; AHR activator: 0

What do the screens show for `CCCCN(C)C(=O)Cc1c(OC)ccc2cc(Br)ccc12`?
HCV core dimer: 24; Fh CTSL1 inh: -4; PP1 counter: 2; TPT1 inh: 2; PP5 primary: 0.6; proCasp7 act: -1; PAFAH2 inh: 2; proCasp3 act: 5; AHR activator: 17

What do the screens show for `COc1cc(OC)c(NC(=O)[C@@H]2CCC(=O)N2C2OC(=O)c3c2ccc(OC)c3OC)cc1Cl` (stereo partly specified)?
HCV core dimer: 0; Fh CTSL1 inh: 1; PP1 counter: 0; TPT1 inh: -7; PP5 primary: 2.2; proCasp7 act: -5; PAFAH2 inh: 2; proCasp3 act: 3; AHR activator: -1

What do the screens show for `Cc1cc(NS(=O)(=O)c2ccc(NC(=O)COc3ccccc3C(C)C)cc2)no1`?
HCV core dimer: 7; Fh CTSL1 inh: 1; PP1 counter: 1; TPT1 inh: 1; PP5 primary: 2.8; proCasp7 act: 1; PAFAH2 inh: 9; proCasp3 act: -6; AHR activator: -3

How did COc1cc(C(=O)OCc2ccc(C)cc2)cc(NC(=O)c2cccs2)c1OC do in these assays?
HCV core dimer: 8; Fh CTSL1 inh: -1; PP1 counter: 0; TPT1 inh: -1; PP5 primary: 1.1; proCasp7 act: 7; PAFAH2 inh: -8; proCasp3 act: -8; AHR activator: 58*

Compound activity (PubChem)
